TbREL1 primary: TbREL1 inhibition, primary screen. P86926. TbREL1 RNA ligation, FRET fluorescence. inhibition, % at 9.66 µM. 89,000 compounds, 0.49% hits;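 active means inhibition above the mean inhibition across all screened compounds plus 3 SD, cut at about 11% in these data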;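 further: 0% = plate median of test wells and 100% = NSC42067 control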
Target sequence (P86926 whole entry, looked up): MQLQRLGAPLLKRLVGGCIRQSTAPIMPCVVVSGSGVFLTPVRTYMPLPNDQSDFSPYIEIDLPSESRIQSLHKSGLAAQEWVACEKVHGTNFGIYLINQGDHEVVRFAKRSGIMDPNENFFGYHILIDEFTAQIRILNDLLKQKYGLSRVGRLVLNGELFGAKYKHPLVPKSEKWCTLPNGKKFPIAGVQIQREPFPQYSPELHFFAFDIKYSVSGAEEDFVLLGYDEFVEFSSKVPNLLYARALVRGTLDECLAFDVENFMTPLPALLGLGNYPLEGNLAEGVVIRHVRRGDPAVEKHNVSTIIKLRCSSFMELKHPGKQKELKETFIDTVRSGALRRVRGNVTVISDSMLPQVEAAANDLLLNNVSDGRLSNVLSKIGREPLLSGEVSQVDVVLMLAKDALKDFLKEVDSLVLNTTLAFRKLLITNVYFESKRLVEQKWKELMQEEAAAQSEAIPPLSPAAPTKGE
An asterisk follows results filed as active. Not all compounds are listed (hit frequency here may not be typical).

molecule,TbREL1 primary
COc1ccc(S(=O)(=O)N2CCOCC2)cc1NC(=O)CCc1nc2ccccc2c(=O)[nH]1,-5
Cc1cccc(CCNS(=O)(=O)c2ccc3c(c2)oc(=O)n3C)c1,-1
CN1C(=O)/C(=C2/C=Cc3ccccc3N2CCCS(=O)(=O)O)SC1=S,0
Cn1nnc2cc(C(=O)NC3CC3)ccc21,3
O=C(NC(Cc1ccccc1)c1ccc2c(c1)OCCCO2)c1ccc(F)cc1 (stereo not drawn),-1
COc1cccc(Cn2c(NCc3ccccn3)nc3c2c(=O)n(C)c(=O)n3C)c1,-2
N#CC(CCc1ccc([N+](=O)[O-])cc1)(CCc1ccc([N+](=O)[O-])cc1)C(N)=O,1
COc1ccc(NC(=O)NCc2ccncc2)c(OC)c1,-2
Nc1cc(N)nc(CS)n1,-2
O=C1CN(C(=O)COC(=O)c2ccc([N+](=O)[O-])o2)c2ccccc2N1,1
COc1ccc(S(=O)(=O)N2CCN(CCOc3ccccc3Cl)CC2)cc1OC,-3
COc1ccc(NC(=O)c2cccc(N3C(=O)NC4CC3(C)Oc3ccccc34)c2)cc1 (stereo not drawn),-2
CCCCNC(=O)[C@H]1C[C@H]1[C@@H](O)[C@H](CO)NC(=O)[C@H](COCc1ccccc1)NC(=O)OC(C)(C)C,-2
O=S1(=O)c2ccc(N3CCC[C@H]3CO)cc2O[C@H]2CCN1C2,2
CCN(CC(=O)Nc1cc(Cl)ccc1C)C(=O)CCOc1ccccc1C,4
O=C(OC1CCCCC1=O)c1ccc(S(=O)(=O)Nc2ccccc2)cc1 (stereo not drawn),1
Cn1c(-c2sccc2OCc2ccccc2)n[nH]c1=S,-3
Cc1ccc(S(=O)(=O)N2CCCC(C(=O)Nc3c(C)n(C)n(-c4ccccc4)c3=O)C2)cc1 (stereo not drawn),-1
O=c1c(C=NCc2cccnc2)c(C(F)(F)F)[nH]n1-c1nc2ccccc2s1,1
Cc1ccc(-c2nc(N/N=C/c3ccccc3[N+](=O)[O-])c3ccccc3n2)cc1,4
C[C@H](CO)N1C[C@H](C)[C@@H](CN(C)C(=O)Nc2ccccc2)Oc2c(cccc2N(C)C)C1=O,-3
COC(=O)c1[nH]c2cc(OC)ccc2c1N,-5
Cn1cccc1C(=O)C(=O)Nc1ccccc1,1
CC(C)CCN(CC(=O)NC1CCCC1)C(=O)C(=O)Nc1ccc2c(c1)OCCO2,0
O=S(=O)(NC1CCCCC1)c1ccc(F)c2ccccc12,1

molecule,TbREL1 primary
COc1ccc(-c2cn(CC3CCCCC3)nn2)cc1,-4
Cc1ccnc(NC(=O)CCC(=O)N(CC(=O)NC2CCCCC2)Cc2ccccc2)c1,4
CCOC(=O)c1cccc(NC(=O)Cn2cc3c(n2)CCC(C)C3)c1 (stereo not drawn),0
NC(=O)c1cccc(-c2ccnc3c2CC(C(=O)Nc2ccc(Cl)cc2)O3)c1 (stereo not drawn),4
COCCn1c(=N)c(C(=O)NCc2ccco2)cc2c(=O)n3cc(C)ccc3nc21,7
CCOc1ccc(-c2cc(C(=O)O)c3ccccc3n2)cc1,3
CCCn1c(SCC(=O)c2cc(OC)ccc2OC)nnc1C(C)C,-6
Cc1cccc2c(=O)cc(C)n(CC(=O)N3CCOCC3)c12,-2
CNC(=S)N/N=C/c1cccc(OCc2ccccc2F)c1,-4
CCC(C)(C)C(=O)N1CCC(C(=O)NC2CCCc3ccccc32)CC1 (stereo not drawn),-2
Cn1c(CNC(=O)OC(C)(C)C)nnc1SCC(=O)N1CCOCC1,-3
Cn1c(SCC(=O)Nc2sccc2C(N)=O)nnc1-c1ccncc1,1
CCC(C)NC(=O)c1ccc(N2CCC3(CC2)OCCO3)c([N+](=O)[O-])c1 (stereo not drawn),0
COc1ccc2nc3n(c(=O)c2c1)-c1ccccc1C(=O)NC3Cc1ccccc1 (stereo not drawn),0
CC1CN(CC(O)COc2ccccc2C(C)(C)C)CC(C)O1 (stereo not drawn),1
COc1ccc(NC(=O)CN2CCC(C(=O)c3ccc(F)cc3)CC2)c(OC)c1,3
COc1ccc(/C=C/C(=O)Nc2cccc(N3CCOCC3)c2)cc1OC,0
CC(C)[C@H](NC(=O)c1ccco1)C(=O)N1CCC[C@H]1C(=O)NCc1ccccc1,-2
NC(=O)c1nsc(C(=O)N(c2ccccc2F)C(C(=O)NCc2ccc(F)cc2)c2ccc(O)cc2)c1N (stereo not drawn),5
CC1(C)CC(CCN)(Cc2ccccc2Cl)CCO1 (stereo not drawn),1
CCOc1nc(-c2ccccc2Cl)nc2ccccc12,2
Cc1ccc(S(=O)(=O)NC(c2ccccc2)C(C)C(=O)n2nc(C)cc2C)cc1 (stereo not drawn),0
O=C(NCc1ccco1)C(c1ccco1)N(Cc1cccs1)C(=O)Cn1nnc2ccccc21 (stereo not drawn),-1
CC(C)CNC(=O)C1CCCN(S(=O)(=O)c2ccc(-n3cnnn3)cc2)C1 (stereo not drawn),6
Cc1cccc(C)c1-n1nnnc1C1(C)CN(S(C)(=O)=O)CC(=O)N1Cc1ccc(F)cc1 (stereo not drawn),5

molecule,TbREL1 primary
Cn1c(O)c(N=NC(=O)CNC(=O)c2cccnc2)c2ccccc21,5
CCn1c(NCc2ccccc2NS(=O)(=O)c2ccc(C)cc2)nc2ccccc21,2
COC[C@H]1CCCN1c1ccc2c(c1)OCCCN(C1CC1)S2(=O)=O,-3
CCOc1ccc(C(=O)Nc2ccc3c(c2)OCO3)cc1OCC,-1
Cc1sc2nc(SCC(=O)Nc3cccc(S(N)(=O)=O)c3)[nH]c(=O)c2c1C,1
COc1ccc(C2=NN(C(=O)CSc3ncccn3)C(c3cccc(OC)c3OC)C2)cc1 (stereo not drawn),-2
COc1ccc(SC[C@H](CC(C)C)N2CCN(C)CCC2=O)cc1,-3
CC(C)(C)c1cc(C(=O)N/N=C/c2ccc(O)cc2)n(-c2ccccc2)n1,0
CCOC(=O)[C@]12CCC=C1N(Cc1ccccc1)C(=O)[C@H](CC(=O)NCCCN1CCCC1=O)C2,-1
CC(=O)Nc1ccc(NC(=O)C(C)OC(=O)CCC2CCCC2)cc1 (stereo not drawn),-3
CCOC(=O)c1c(C)nn(-c2ncccc2NC(=O)NC(C)C)c1C,0
CCOC(=O)CSc1nc(NC#N)nc(N(CC)CC)n1,4
Cc1cccc(NC(=O)c2cccc(Cn3cc(Br)c([N+](=O)[O-])n3)c2)c1C,-1
COc1ccc(C(=O)NCCS(=O)(=O)NCCc2ccccc2)cc1,2
O=C(C[C@@H]1C/C=C\CC[C@@H](Cc2ccc(F)cc2)C(=O)OC[C@@H]2CCCN2C1=O)NCCO,0
COc1ccccc1N(Cc1ccccc1)S(=O)(=O)c1cccc(C(=O)N2CCCCC2)c1,-1
CC1(Cc2cccc(C(F)(F)F)c2)C(=O)Nc2ccc(-c3ccc(F)c(Cl)c3)cc21 (stereo not drawn),2
COC(=O)c1c(NS(C)(=O)=O)sc2c1CCCC2,-5
Cc1ccc(NC(=O)C2CCN(c3ncccn3)CC2)cc1C,3
Cc1cc2ncn(CCC(=O)NC(C)(C)C)c2cc1C,1
CCOc1cc(C)c(Cl)cc1S(=O)(=O)NC1CC(C)(C)NC(C)(C)C1,6
O=C(NC1CCCCC1)N1CCCC1,7
CCN(CC)c1ccc(NC(=O)CC2Oc3ccccc3NC2=O)c(C)c1 (stereo not drawn),-7
COc1ccc(CNC(=O)c2cccc3c(-c4cccnc4)coc23)cc1OC,-3
CC(=O)c1ccc(C(=O)N(CCN(C)C)c2nc3c(Cl)cccc3s2)cc1,4

Some of the entries so far, as labelled records:
> CCN(CC)c1ccc(NC(=O)CC2Oc3ccccc3NC2=O)c(C)c1 (stereo not drawn)
  TbREL1 primary = -7

> COc1ccc(C(=O)NCCS(=O)(=O)NCCc2ccccc2)cc1
  TbREL1 primary = 2

> CCn1c(NCc2ccccc2NS(=O)(=O)c2ccc(C)cc2)nc2ccccc21
  TbREL1 primary = 2

> O=C(C[C@@H]1C/C=C\CC[C@@H](Cc2ccc(F)cc2)C(=O)OC[C@@H]2CCCN2C1=O)NCCO
  TbREL1 primary = 0

The list continues.
molecule,TbREL1 primary
N#Cc1cccc(OCC(=O)NC(=O)NCc2ccccc2)c1,10
CCc1ccccc1NC(=O)CSc1n[nH]c(C)c1[N+](=O)[O-],2
Cc1ccc(S(=O)(=O)N2CCN(C(=O)C3CCN(C(=O)c4ccccc4C)CC3)CC2)cc1C,5
Cc1ccc(NC(=O)CSc2nnc(-c3cc(-c4ccc(Cl)cc4)n[nH]3)n2N)cc1,4
Cc1cc(Nc2ccc(F)cc2C)n2ncnc2n1,-1
CN(C)Cc1c(C(=O)Nc2ccccc2)[nH]c2ccccc12,2
Cc1ccc(S(=O)(=O)N2C(=O)C(c3ccccc3)SC2=Nc2ccccc2)cc1 (stereo not drawn),2
CN(c1ccccc1C(=O)NCc1ccco1)S(C)(=O)=O,6
O=C(O)C(Cc1ccc(Cl)cc1)NS(=O)(=O)c1ccc(Cl)cc1 (stereo not drawn),0
CC(=O)N1C(=O)C2(Nc3ccccc3N2)c2ccccc21,-1
COc1ccc(Cc2nnc3n2N=C(c2cc4ccccc4o2)CS3)cc1OC,-5
Cc1cc[n+]2n1CC(O)C2 (stereo not drawn),1
c1cc2c3c(cccc3c1)NC1(CCCCCC1)N2,-1
COc1cccc(-c2cc(C(=O)N3CCN(Cc4ccc5c(c4)OCO5)CC3)on2)c1,-1
CN(Cc1nc(-c2cnccn2)no1)Cc1n[nH]c2c1CCCCC2,9
CCC1(c2ccccc2)NC(=O)N(CC(=O)Nc2ccccc2N2CCCC2)C1=O (stereo not drawn),-4
COc1ccccc1NS(=O)(=O)c1cc(NC(=O)CCC(=O)c2cccs2)ccc1Cl,0
CN(C)S(=O)(=O)n1cc(/C=C(\NC(=O)c2ccccc2Cl)C(=O)NCCN2CCOCC2)c2ccccc21,-2
COc1ccc(-n2c(Cc3cccn3C)nnc2SCC(=O)Nc2ccc(F)cc2F)cc1,-9
COc1ccc(N2CCN(C(CNC(=O)c3ccco3)c3cccnc3)CC2)cc1 (stereo not drawn),-4
Cc1cc(-c2n[nH]c(=S)n2/N=C/c2ccccc2[N+](=O)[O-])n[nH]1,-4
CCOC(=O)C1=C(COC(=O)c2cc([N+](=O)[O-])ccc2Cl)NC(=O)NC1C (stereo not drawn),-3
NS(=O)(=O)c1cccc(NC(=O)COC(=O)C2CCCCC2)c1,-2
Cc1ccc(C(=O)NC(=S)Nc2ccc3[nH]c(=O)[nH]c3c2)c(C)c1,0
O=C(CCCCCNc1nc(=S)[nH]c2ccccc12)NCCC1=CCCCC1,-3

canonical_smiles,TbREL1 primary
O=C(OCc1ccccc1)[C@H](Cc1ccccc1)NC(=O)[C@@H]1CC=C[C@@H]2CCN(CCc3ccccc3)C(=O)[C@@H]21,-4
O=C(C1=C[C@H](c2csc3ccccc23)C[C@H](OCCCCO)O1)N1CCOCC1,-3
COC(=O)[C@@H]1C[C@@]2(O)[C@@H](O)[C@@H](O)[C@@H](O)C[C@H]2N1Cc1ccc(C(F)(F)F)cc1,0
CCOC(=O)c1sc(N2C(=O)C(O)=C(C(=O)c3ccc(C)o3)C2c2cccc([N+](=O)[O-])c2)nc1C (stereo not drawn),1
CC1=C(C(=O)N(C)C)CC(CC(=O)NCCCN(C)C)C(=O)N1Cc1ccc(F)cc1 (stereo not drawn),4
O=C1NC(SCCCF)=N/C1=C/c1ccc(-n2cncn2)cc1,10
Cc1ccsc1C1C(C#N)=C(N)OC2=C1C(=O)CC(C)(C)C2 (stereo not drawn),2
C=CCc1cc(/C=C2/NC(=S)NC2=O)cc(OC)c1O,5
O=C(CCNS(=O)(=O)c1ccc(OC(F)(F)F)cc1)NCCc1c[nH]c2ccccc12,-5
COC(=O)c1c(NC(=O)c2ccccc2)sc2c1CC(C)(C)NC2(C)C,2

Individual results from the entries so far.
Cc1ccsc1C1C(C#N)=C(N)OC2=C1C(=O)CC(C)(C)C2 (stereo not drawn) @ TbREL1 primary = 2
CC1=C(C(=O)N(C)C)CC(CC(=O)NCCCN(C)C)C(=O)N1Cc1ccc(F)cc1 (stereo not drawn) @ TbREL1 primary = 4
O=C(OCc1ccccc1)[C@H](Cc1ccccc1)NC(=O)[C@@H]1CC=C[C@@H]2CCN(CCc3ccccc3)C(=O)[C@@H]21 @ TbREL1 primary = -4

(further entries)
canonical_smiles,TbREL1 primary
CCc1ccc(S(=O)(=O)N/N=C\c2cn(CC(N)=O)c3ccccc23)cc1,-5
CCCCCCCCCCCCN1[C@@H](CC(=O)O)c2cc(F)ccc2S1(=O)=O,5
COc1cc(C)c(NC(=O)COc2ccc3c(c2)CCC3)cc1OC,4
Nc1ccc(N2CCCCC2)c(S(=O)(=O)Nc2ccc(Cl)cc2)c1,-2
O=C(NCc1ccccc1)[C@@H]1CCCN1C(=O)[C@@H](NS(=O)(=O)c1ccc(F)cc1F)c1ccccc1,-3

Compounds shown so far that contain two or more sulfur atoms:
canonical_smiles,TbREL1 primary
CN1C(=O)/C(=C2/C=Cc3ccccc3N2CCCS(=O)(=O)O)SC1=S,0
Cn1c(-c2sccc2OCc2ccccc2)n[nH]c1=S,-3
Cn1c(SCC(=O)Nc2sccc2C(N)=O)nnc1-c1ccncc1,1
Cc1sc2nc(SCC(=O)Nc3cccc(S(N)(=O)=O)c3)[nH]c(=O)c2c1C,1
COC(=O)c1c(NS(C)(=O)=O)sc2c1CCCC2,-5
Cc1ccc(S(=O)(=O)N2C(=O)C(c3ccccc3)SC2=Nc2ccccc2)cc1 (stereo not drawn),2
COc1ccccc1NS(=O)(=O)c1cc(NC(=O)CCC(=O)c2cccs2)ccc1Cl,0

Assay outcomes as filed in PubChem BioAssay.
